Source: PubChem BioAssay
ELG1 repair inh: inhibitors of ELG1-dependent DNA repair in HEK293T cells. Potency, µM (doses to about 46.1 µM), inactives show at the highest dose activity change, negative = inhibition, most hits filed as inhibitors. AID 504467. 2.3% of 330,000 active. HEK293T ELG1-luciferase reporter, luminescence, 16 h; DNA damage induced by 5-fluorouridine; also: potency is read from the fitted curve at half-maximal effect; % is scaled to controls: 0 for no effect and ±100 for the full control effect; nearly all actives have a fitted effect of over 55% in size
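HEK293T cells expressing luciferase-tagged ELG1 (2,000/well) received 5-Fluorouridine plus compound or DMSO for 16 hr at 37 °C. Luciferase was read by ONE-Glo luminescence after 30 min at room temperature.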
TSHR antag: blocks TSH signaling through the human TSH receptor; 0.2% of 330,000 active; TSHR-expressing cells, TSH-stimulated cAMP HTRF, 2 h; hits give low values; P16473; activity change, negative = inhibition, % at 11.5 µM; AID 504810;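 active = activity change below a set negative limit, meaning inhibition stronger than a set level, cut at about -70% in these data; inconclusive = activity change between two set negative limits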; also: % is scaled to controls: 0 for no effect and ±100 for the full control effect
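Freshly harvested TSHR cells receive pin-tooled compound, then EC80 TSH at 4nM final. After 2 hours at 37 deg C, antibody in lysis buffer and cAMP-d2 are added; 30 minutes at ambient temperature precede the HTRF read.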
TCR act: activators of T cell receptors; primary human leukocytes, anti-CD3, IL-2 HTRF, 48 h; Potency, µM (top dose mostly 9.22 µM), for inactives: top-dose activation of IL-2 secretion, most hits filed as activators; 330,000 tested, under 10 active; also: % of control where 0% means no effect
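Primary human leukocytes were stimulated with a-CD3 beads plus compounds for 48 hr without co-stimulation; secreted IL-2 was quantified by HTRF using a-IL-2-K (europium cryptate) and a-IL-2-d2, excited at 320nm with acceptor emission read at 665nm.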
Chronic BCR inh: blocks chronic active B-cell receptor signaling. ABC-DLBCL IkBa-CBG/CBR reporter, luminescence ratio, 4 h. Potency, µM (highest dose often 46.1 µM), for the others: at the top dose ratio change, negative = lower green/red ratio, actives largely listed as inhibitors. 0.05% of 340,000 active. AID 493014; active = well fitted inhibition curve with a large enough effect in the signal ratio, with a control signal flat, not every such curve was filed as active; inconclusive = small, poorly fitted or top-dose-only effect, or effect the other way, or a change in a side signal; the % refers to the signal ratio;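 also: potency is read from the fitted curve at half-maximal effect; plate controls were basal doxycycline-induced cells for no effect and cells given 10 µM MG132 for full effect; MG132 reads +100%, hits lower the ratio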
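TMD8 ABC-DLBCL cells carrying doxycycline-inducible green luciferase fused to IkappaBalpha plus unfused red luciferase were exposed to compounds (up to 46 uM) for 4 hrs at 37C. Activity came from the overlap-corrected green/red luminescence ratio.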
A-T KAP1 phos: potential ataxia-telangiectasia treatments restoring KAP-1 phosphorylation; Potency, µM (series often up to 57.5 µM), inactives show at the top dose activation, usual class: activators; 0.19% of 320,000 active; […] A-T fibroblasts, KAP-1 phosphorylation AlphaLISA; neocarzinostatin DNA damage 30 min before lysis; also: potency is read from the fitted curve at half-maximal effect; % of control where 0% means no effect; nearly all actives have a fitted effect of over 45% in size
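hTERT-immortalized A-T patient fibroblasts ([…]), 500 cells/well in OPTI-MEM, 1% FBS, got compounds for 60 min, then NCS for 30 min at 37C. Lysates were then assayed for phospho-KAP-1 by AlphaLISA (anti-pKAP1 donor, anti-KAP1 acceptor beads), 6 hr at 25C.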
ASM inhibitor: blocks human secretory acid sphingomyelinase; placental ASM, HMU-PC fluorogenic substrate, 60 min; Potency, µM (titrated, usually from 57.5 µM), inactives show at the highest dose activity change, negative = inhibition, hits mostly inhibitors; 0.006% of 340,000 active; also: potency is read from the fitted curve at half-maximal effect
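Fluorogenic HMU-PC substrate (9 uM final) is turned over by placental ASM in 60 min at 37 C after a 10 min compound preincubation. Reaction ended by alkaline stop (pH 10), with fluorescence read at 386/447 nm.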
Tb PFK block: inhibitors of T. brucei phosphofructokinase | T. brucei PFK, ADP-Glo luminescence | Potency, µM (doses to about 57.5 µM), inactives show top-dose activity, negative = inhibition, actives largely listed as inhibitors | 0.17% of 330,000 active | AID 485367;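 also: potency is read from the fitted curve at half-maximal effect; 0% = uninhibited 1x PFK enzyme wells and -100% = no-enzyme wells; nearly all actives have a fitted effect of over 60% in size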
Target sequence (O15648 whole entry, looked up): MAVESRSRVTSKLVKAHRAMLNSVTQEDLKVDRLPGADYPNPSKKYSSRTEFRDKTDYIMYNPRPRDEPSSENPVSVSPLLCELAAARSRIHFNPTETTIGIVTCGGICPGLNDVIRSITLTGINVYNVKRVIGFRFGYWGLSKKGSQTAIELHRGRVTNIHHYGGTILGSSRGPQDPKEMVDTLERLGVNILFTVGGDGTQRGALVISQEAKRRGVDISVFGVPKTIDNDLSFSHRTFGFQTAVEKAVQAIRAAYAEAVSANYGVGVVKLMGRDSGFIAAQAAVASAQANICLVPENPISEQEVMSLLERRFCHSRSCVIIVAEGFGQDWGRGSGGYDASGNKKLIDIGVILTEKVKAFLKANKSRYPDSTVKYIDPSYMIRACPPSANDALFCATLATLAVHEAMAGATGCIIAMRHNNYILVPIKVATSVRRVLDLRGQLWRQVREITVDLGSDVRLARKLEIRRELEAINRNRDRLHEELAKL
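Luminescent ADP detection (ADP-Glo, two-step: ATP depletion then ADP-to-ATP conversion for luciferase) reported PFK activity after 45 min room-temperature reaction of 1.25 nM enzyme with 0.5 mM F6P and 0.1 mM ATP at pH 8.0.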
Eya2 inh: inhibitors of human Eya2 phosphatase activity; O00167; recombinant Eya2, OMFP fluorescence dephosphorylation (OMFP is methylfluorescein phosphate); Potency, µM (series often up to 76.9 µM), inactives show at the top dose activity, negative = inhibition, hits mostly inhibitors; 0.006% of 330,000 active; also: potency is read from the fitted curve at half-maximal effect; % is scaled to controls: 0 for no effect and ±100 for the full control effect
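Eya2 (0.2 uM) preincubated 10 min at ambient with compound, then OMFP substrate added at 50 uM; 10 min reaction in 50 mM HEPES pH 7.5, 50 mM NaCl, 5 uM MgCl2, 0.05% BSA, 1 mM DTT. Fluorescence read at Ex 485/Em 525 nm.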
Integrin act MD: activators of alpha7 integrin expression for muscular dystrophy; 0.064% of 350,000 active; alpha7betagal myoblasts, beta-gal FDG fluorescence, 48 h; Potency, µM (titrated, usually from 38.3 µM), without a hit: at the top dose activation, most hits filed as activators; AID 624291;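 also: potency is read from the fitted curve at half-maximal effect; 100% = response of the positive control SU9516; nearly all actives have a fitted effect of over 60% in size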
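Alpha7betagal+/- myoblasts (passage 13) were plated 16-24 hr, then exposed to compounds (1:260 dilution of DMSO stock) for 48 hours at 37C. After MPER lysis, β-galactosidase reporter activity was read as FDG fluorescence (ex 480/em 540) after 30 minutes.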
Mito fusion yeast: blocks mitochondrial division or promotes mitochondrial fusion; S. cerevisiae fusion-defective mutant growth rescue, CellTiterGlo 48 h; 0.23% of 320,000 active; Potency, µM (doses to about 46.1 µM), for inactives: at the top dose growth rescue (activation), most hits filed as activators;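 also: potency is read from the fitted curve at half-maximal effect; % of control where 0% means no effect; nearly all actives have a fitted effect of over 45% in size; temperature-sensitive fusion mutants such as fzo1-1 at 37 °C on non-fermentable ethanol glycerol medium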
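Luminescent cell viability in 1536-well qHTS format served as the measure of rescued growth in ts fusion-mutant S. cerevisiae cultured on non-fermentable YPEG for 48 hours at 37C.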
PTAP TSG101 blk: blocks PTAP/TSG101 interaction to inhibit HIV-1 budding; Fluorescence polarization, FITC-PTAP peptide / Tsg101 binding; 340,000 tested, under 10 active; Q99816; Potency, µM (top dose mostly 115 µM), for inactives: at the highest dose activity change, negative = inhibition, most hits filed as inhibitors; AID 493005; active = well fitted inhibition curve with a large enough effect in the main read-out, with a control signal flat, not every such curve was filed as active; inconclusive = small, poorly fitted or top-dose-only effect, or effect the other way, or a change in a side signal; inactive = no such curve, though single readings can be large or run the other way; also: potency is read from the fitted curve at half-maximal effect; % of control where 0% means no effect
Target sequence (Q99816 whole entry, looked up): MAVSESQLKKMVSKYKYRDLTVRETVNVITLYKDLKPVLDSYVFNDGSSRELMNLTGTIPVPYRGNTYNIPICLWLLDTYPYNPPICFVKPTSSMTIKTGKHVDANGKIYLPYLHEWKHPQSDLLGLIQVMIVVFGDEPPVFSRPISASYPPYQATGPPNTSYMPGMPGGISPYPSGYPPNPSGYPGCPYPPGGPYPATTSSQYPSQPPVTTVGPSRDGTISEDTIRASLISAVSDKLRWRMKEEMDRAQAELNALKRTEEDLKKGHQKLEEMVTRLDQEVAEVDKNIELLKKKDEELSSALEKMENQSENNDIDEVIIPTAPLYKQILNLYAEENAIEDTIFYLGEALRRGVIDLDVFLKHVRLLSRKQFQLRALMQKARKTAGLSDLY
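Fluorescence polarization binding of Tsg101 binding domain (10 uM final) to FITC-labeled PTAP peptide (50 nM final) in HEPES pH 7.5 buffer with NaCl, Tween 20, EDTA, TCEP. Compounds added before peptide; binding 20 min at RT.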
An asterisk follows results filed as active; ? = inconclusive; · = not tested or not shown; [ ] = dose if it differs, or a comment. Unless noted, calls follow the shape of the dose curve; as a rule, active = well fitted curve in the direction sought with a large enough effect; inconclusive = small, poorly fitted or top-dose-only effect, or another doubt; inactive = no such curve, though single readings can be large; an effect the other way counts as inactive or inconclusive.

SMILES | ELG1 repair inh | TSHR antag | TCR act | Chronic BCR inh | A-T KAP1 phos | ASM inhibitor | Tb PFK block | Eya2 inh | Integrin act MD | Mito fusion yeast | PTAP TSG101 blk
NC(=O)c1ccccc1N/C=C/C(=O)c1cccs1 | ? | 5.0 | 1.8%[46.1 µM] | ? | -6.3% | 77.6%[activator] | ? | -3.7% | 17.1% | -5.2% | 6.0%
CC(C)CCn1c(=O)c(C(=O)N/N=C/c2cccc(F)c2)c(O)c2ccccc21 | 9.0% | 4.1 | -0.1%[46.1 µM] | ? | -7.2% | 0.5% | -2.0% | 0.0% | -7.2% | -2.2% | -0.5%
CCOc1ccccc1OCCCC(=O)Nc1cc(S(=O)(=O)N2CCOCC2)ccc1OC | ? | -3.6 | 5.6% | 2.5% | -7.6% | -3.3% | -2.8% | -3.5% | -8.3% | · | -8.4%
O=C(NCc1ccc2c(c1)OCO2)c1ccncc1 | -10.5% | 11.0 | 2.6% | -1.4% | 3.7% | 1.9% | -5.0% | -7.2%[15.4 µM] | -20.6% | 3.5% | -3.4%
CC(=O)C1=C(O)CC(c2ccccc2)CC1=NCCc1c(C)[nH]c2ccc(C)cc12 (stereo not given) | 13.8% | 4.2 | 10.2% | -0.4% | -4.1% | -8.7% | 0.2% | 0.9% | 13.5% | -5.0% | -2.0%
CCOc1ccccc1N1C(=O)CC(Sc2ncccc2C(=O)O)C1=O (stereo not given) | 7.9% | 1.2 | · | -0.9% | -4.7% | 1.1% | -2.4% | -4.1% | 15.5% | -10.7% | 0.8%
O=C(NCCCCNC(=O)C1CCCC1)C1CCCC1 | -0.3% | 1.4 | -8.5% | -1.1% | -1.0% | 6.0% | 13.2% | 12.0% | -8.1%[7.66 µM] | -7.2% | -3.4%
O=C(CCc1ccccc1)NNC(=O)Nc1cccc(Cl)c1 | -14.8% | 9.9 | 1.0% | 4.8% | 6.9% | 2.4% | -10.9% | -9.8% | 13.6% | 7.4% | 0.7%
Cc1c(Cl)c(C(=O)N2CCCCCC2)nn1C | 7.1% | 7.9 | 1.1% | -1.2% | 5.1% | 3.3% | -0.6% | -8.8% | 26.9% | 0.0% | -0.5%
CCCCn1c(N)c(N(CCC(C)C)C(=O)COC(=O)c2ccc([N+](=O)[O-])s2)c(=O)[nH]c1=O | ? | -12.5 | -2.7%[46.1 µM] | 1.1% | -20.3% | 1.0% | -1.5% | -7.2% | -14.7% | · | -0.7%
O=S(=O)(c1ccccc1)c1ncc(C(F)(F)F)cc1Cl | ? | 2.1 | 0.2% | ? | -7.1% | 4.5% | -5.9% | -1.9% | -66.1%[inhibitor] | 13.9% | -1.6%
COC(=O)c1ccccc1S(=O)(=O)Oc1ccc(-c2ccc(C(=O)O)cc2)cc1 | 8.2% | -8.5 | 10.6% | ? | -2.8% | -1.0% | 4.0% | 15.8% | 7.5% | 14.2% | -0.3%
CCN(CC)S(=O)(=O)c1ccc(-c2nnc(SCC(=O)Nc3ccc(OC)cc3)o2)cc1 | 9.1% | -8.4 | 3.5%[46.1 µM] | ? | 5.5% | -1.9% | -2.1% | 0.8% | 8.1% | 2.2% | -1.5%
CC(C)CN(C)Cc1c(C(=O)N2CCc3ccccc3C2)nc2ccc(Cl)cn12 | -14.5% | -20.7 | -34.2% | -2.7% | 2.1% | -0.7% | -5.1% | -25.7% | 5.7% | 4.7% | -4.1%
COC(=O)C1=C(C)N(Cc2cccnc2)C(=O)/C1=C\c1sccc1C | 20.6µM* | 16.8 | 3.4% | ? | 4.9% | -15.1% | 2.6% | -25.9% | -12.8% | 12.2% | -1.1%
C=CCn1c(COc2ccc(Cl)cc2)nnc1SCC(=O)c1c(N)n(C)c(=O)n(C)c1=O | 20.7% | 15.3 | 2.9% | 4.6% | 2.5% | 2.7% | 9.1% | -3.8% | 8.0% | -2.4% | -2.0%
CC(=O)c1c(C(C)=O)c(C)n(-c2cccc3cccnc23)c1C | -5.3% | -3.8 | -0.2% | 11.4% | 4.8%[11.5 µM] | -0.3% | -0.6% | 3.9% | 0.1% | 4.6% | -2.7%
O=C(c1ccncc1)N1CCN(C2CCC(c3ccccc3)CC2)CC1 (stereo not given) | -15.6% | 11.8 | 1.3% | -2.3% | 1.1% | -0.6% | -9.2% | 18.5% | -1.4% | ? | 3.2%
N#Cc1nc(-c2ccccc2)oc1N1CCN(C(=O)c2ccco2)CC1 | -15.3% | -41.2 | -5.0% | ? | -1.7% | · | 0.3% | 2.0% | 19.7% | 4.7% | 0.1%
CC(C)(C)OC(=O)NOCC(=O)N(Cc1ccccc1)CC(O)COc1ccccc1 (stereo not given) | 3.0% | 9.2 | 2.4% | -8.0% | -4.5% | -7.1% | 7.0% | 6.2% | 0.0% | -8.6% | -3.0%
Cc1ccc(C(C)(C)C)cc1S(=O)(=O)Nc1cccc(C(=O)N2CCN(c3ccccn3)CC2)c1 | ? | -8.3 | -8.4% | ? | -1.7% | -15.0% | -1.5% | 7.4% | -3.0% | 14.3% | 1.7%
CC(=O)Nc1nnc(/C=C/c2cccc([N+](=O)[O-])c2)s1 | 3.7% | 2.4 | -3.2% | ? | 3.8% | 3.1% | 1.0% | 4.1% | -20.4% | -1.2% | 1.1%
CC(O)c1nc2ccccc2n1CCCCOc1ccccc1 (stereo not given) | 15.8% | -5.1 | 0.2% | ? | -0.2% | -2.1% | -4.5% | 2.1% | 9.4% | 1.0% | 0.3%
Cc1ccc(NC(=O)c2ccc(OCC3CCCO3)cc2)c(C)c1 (stereo not given) | ? | 14.2 | 2.2%[46.1 µM] | 4.2% | 1.1% | 3.8% | 7.3% | 11.1% | 10.3% | 4.3% | -2.5%
Cn1cnnc1SC1CCCCC1NS(=O)(=O)c1ccccc1 (stereo not given) | -2.5% | 6.1 | -0.3% | -1.1% | 1.3% | 2.9% | -4.7% | -4.7% | 31.0% | -3.1% | -3.6%
CCOc1ccc(NC(=O)CN(C)C(=O)CCN2C(=O)C3CC=CCC3C2=O)cc1OCC (stereo not given) | -11.9% | 4.8 | -67.9% | ? | 10.5% | 5.1% | -3.8% | 20.0% | 9.7% | 1.0% | -1.8%
O=C(O)C1CC(=O)N(Cc2ccc3c(c2)OCO3)C1 (stereo not given) | -9.9% | -2.6 | · | -13.9% | 2.4% | 6.2% | -16.4% | 12.6% | 30.4% | 0.8% | ·
Cc1ccc2nc(NC(=O)CSCC(=O)OCC(=O)c3ccccc3)sc2c1 | 9.7% | -5.0 | 4.8%[46.1 µM] | ? | 1.1% | -8.8% | 4.7% | -10.2% | 9.4% | -1.8% | 0.5%
CCOC(=O)C1=C(Nc2ccccc2)CC(C)(O)C(C(=O)OCC)C1c1ccccc1 (stereo not given) | -19.6% | 0.3 | 1.3%[46.1 µM] | 6.4% | -0.5% | -0.9% | ? | -3.2% | -10.3% | 5.7% | -0.2%
O=C(c1ccco1)N1CCN(CCCCOc2cccc3ccccc23)CC1 | 4.9% | 3.0 | -1.4%[46.1 µM] | -9.0% | 7.0% | 3.1% | -7.2% | -1.0% | -87.0%[inhibitor] | 0.2% | 0.2%
CC(C)(C)N(Cc1ccccc1)C(=O)CSc1nc2ccccc2c(=O)[nH]1 | 1.6% | -1.6 | -3.9% | ? | 2.7% | -11.1% | -0.2% | -15.1% | 5.1% | 14.7% | -6.3%
C=CCSc1nnc2c(n1)OC(c1cccnc1)N(C(C)=O)c1ccccc1-2 (stereo not given) | -4.4% | 2.2 | -14.5% | 2.4% | 7.5% | 0.1% | 10.6% | -0.7% | -7.2% | 0.2% | -2.2%
COc1ccc(-n2nc(C)cc2Nc2ccccc2C(=O)O)cc1 | -3.2% | 0.1 | -2.2% | 0.5% | -6.1% | 4.6% | 0.1% | 6.6% | -2.4% | -4.7% | -0.7%
CSc1nnc2c3cc(C)ccc3n(Cc3ccccc3)c2n1 | -4.5% | 11.1 | -11.5% | -1.9% | 11.1% | -3.2% | -0.7% | 10.3% | -3.5% | -4.9% | 0.4%

Outcome played no part in choosing rows; about 3.2% have a hit in one of these screens.
